BL2 CD40 inh – inhibitors of CD40-induced NF-kB signaling, primary screen, BL2 cells, luciferase reporter, single point; inhibition, % at 10 µM; 83,000 tested, 0.94% active; CD40L-induced, 4 h;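 active = mean inhibition of at least 50% with a set share of replicates also reaching that level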;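 note: 0% = neutral control wells and 100% = IKK inhibitor VII at 50 µM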
Starred values were filed as active, the others as inactive; [ ] = dose if it differs, or a comment. Some of the compounds tested. The share of hits here may be higher or lower than overall.

Start of the listing, in advance, four compounds:
molecule	BL2 CD40 inh
CCc1ccccc1NC(=S)N(Cc1ccc(OC)cc1)CC1CCC(C(=O)O)CC1 (configuration not stated)	-20
O=S(=O)(c1ccccc1)N1CCN(c2nc(-c3cccnc3)nc3ccccc23)CC1	-3
CCNC(=O)NC(=O)C(C)OC(=O)c1cccnc1SC (configuration not stated)	9
O=C(Nc1ccc(Cl)cc1)N1CCOC12CCC1(CC2)OCCO1	-12

Main list, previewed entries included:
molecule	BL2 CD40 inh
CCc1ccccc1NC(=S)N(Cc1ccc(OC)cc1)CC1CCC(C(=O)O)CC1 (configuration not stated)	-20
O=S(=O)(c1ccccc1)N1CCN(c2nc(-c3cccnc3)nc3ccccc23)CC1	-3
CCNC(=O)NC(=O)C(C)OC(=O)c1cccnc1SC (configuration not stated)	9
O=C(Nc1ccc(Cl)cc1)N1CCOC12CCC1(CC2)OCCO1	-12
Nc1nc(N)c(N=Nc2ccccc2)c(=O)[nH]1	-26
CC(=O)c1ccc(-c2ccc(C(=O)N3CCCc4ccccc43)o2)cc1	-14
CCCc1cc(=O)[nH]c2nnc(SCC(=O)Nc3ccc4c(c3)OCCO4)n12	5
Cc1ccc(C)c(Sc2ccc(NC(=O)CCN3C(=O)NC4(CCCC4)C3=O)cc2)c1	15

Additional entries follow:
molecule	BL2 CD40 inh
c1ccc2c(c1)oc1c(-c3ccc4nccn4c3)cccc12	-78
N#Cc1cccc(-c2ccc([C@H]3[C@@H](CO)N4CCCCN(C(=O)Nc5cccc(F)c5)C[C@@H]34)cc2)c1	34[25 µM]
O=C(Nc1cc(F)ccc1F)N1CC(=O)N2[C@H](CO)[C@H](c3ccc(C#CC4CCCC4)cc3)[C@H]2C1	5
O=C(c1nc2nc(-c3ccccc3)cc(C(F)(F)F)n2n1)N1CCOCC1	17
O=C(c1ccc(F)cc1)C1CCN(CCCCc2ccccc2)CC1	-10[25 µM]
CC1CCN(C(=O)COc2ncnc3ccccc23)CC1	-9
CCOC(=O)c1[nH]c(C)c(C(=O)OCC(=O)NCc2ccc(Cl)cc2)c1C	-3
O=c1[nH]c(N2CCOCC2)nc2ncn(Cc3ccccc3)c12	5

(listing goes on)
molecule	BL2 CD40 inh
CC12CCC(=O)N1C(C(=O)Nc1nc3ccccc3s1)CS2 (configuration not stated)	-7
COc1cccc(NC(=O)N(C)C[C@@H]2Oc3ncc(/C=C/c4ccccc4)cc3C(=O)N([C@H](C)CO)C[C@@H]2C)c1	22[25 µM]
C[C@H](CO)N1C[C@H](C)[C@@H](CN(C)C)Oc2ccc(NC(=O)Nc3ccc4c(c3)OCO4)cc2C1=O	2[25 µM]
Cc1ccc(NC(=O)C2CC(=O)N(CCc3ccccc3)C2)cc1Cl (configuration not stated)	-2
CC(C)(C)SCCNC(=O)c1ccc(NS(C)(=O)=O)cc1	-25
COc1ccc(CNC(=O)c2cc(-n3cnnc3)ccc2Cl)cc1	9
CCCNC(=O)N1[C@H](C#N)[C@H](c2ccc(-c3ccc(C(=O)N(C)C)cc3)cc2)[C@@H]1CO	8
CCOC(=O)Cn1cc(C#N)c2cccc(CC)c21	2

More results.
molecule	BL2 CD40 inh
CN1CCN(C(=O)C[C@@H]2CC[C@H]3[C@@H](COc4ccc(NC(=O)C5CCOCC5)cc4C(=O)N3C)O2)CC1	-4[25 µM]
CN(C)C(=O)c1cccc(-c2ccc([C@H]3[C@H]4CN(CC5CCOCC5)CCCCN4[C@H]3CO)cc2)c1	-1[25 µM]
COc1cccc(NC(=O)COc2ccc(C(=O)N3CCN(C)CC3)cc2)c1	4
CC(=O)N(C)c1ccc(NC(=S)Nc2ccc(C(C)C)cc2)cc1	-14
CC(C)CCn1cnc2c1c(=O)n(C)c(=O)n2C	10
COC(=O)Nc1sc(C(=O)N(C)C)c(C)c1C(=O)OC	-3
COCC(=O)Nc1ccc2c(c1)C(=O)N(C)[C@H]1CC[C@@H](CC(=O)N3CCc4ccccc4C3)O[C@H]1CO2	25[25 µM]
CC(C)n1ncc2c(C(=O)NCCc3ccc(F)cc3)cc(C3CC3)nc21	8

Continuation.
molecule	BL2 CD40 inh
O=C(COc1ccc(C(=O)NCCc2ccccc2)cc1)Nc1ccccc1	-6
O=C(COC(=O)CNC(=O)c1ccccc1)NCc1ccc2c(c1)OCO2	-5
CC(C)Oc1ccc(S(=O)(=O)N2CCOCC2)cc1NC(=O)C1CCCCC1	5
COc1cccc(/C=C/C(=O)OCC(=O)N2c3ccccc3CC2C)c1 (configuration not stated)	4
COc1ccc(NC(=O)N2CC(=O)N3[C@H](CO)[C@@H](c4ccc(Br)cc4)[C@@H]3C2)cc1	-14[25 µM]
C[C@H](CO)N1C[C@H](C)[C@H](CN(C)C(=O)c2ccc(N3CCN(C)CC3)cc2)OCc2cnnn2CCCC1=O	6[25 µM]
C[C@@H]1CN([C@@H](C)CO)C(=O)c2cc(-c3ccccc3)cnc2O[C@H]1CN(C)C(=O)Nc1ccc2c(c1)OCO2	-14[25 µM]
CN(C)Cc1cn(CC[C@@H]2CC[C@H](NC(=O)Cc3cccnc3)[C@H](CO)O2)nn1	7[25 µM]

Quoted from the listing:
`COc1cccc(/C=C/C(=O)OCC(=O)N2c3ccccc3CC2C)c1` (configuration not stated) in BL2 CD40 inh is listed with 4
`C[C@H](CO)N1C[C@H](C)[C@H](CN(C)C(=O)c2ccc(N3CCN(C)CC3)cc2)OCc2cnnn2CCCC1=O` in BL2 CD40 inh is listed with 6[25 µM]
`O=C(COc1ccc(C(=O)NCCc2ccccc2)cc1)Nc1ccccc1` in BL2 CD40 inh is listed with -6
`O=C(COC(=O)CNC(=O)c1ccccc1)NCc1ccc2c(c1)OCO2` in BL2 CD40 inh is listed with -5
`C[C@@H]1CN([C@@H](C)CO)C(=O)c2cc(-c3ccccc3)cnc2O[C@H]1CN(C)C(=O)Nc1ccc2c(c1)OCO2` in BL2 CD40 inh is listed with -14[25 µM]

(further entries)
molecule	BL2 CD40 inh
N#Cc1ccc(-c2ccc3c(c2)[C@H]2[C@H](CCN2C(=O)c2ccc4c(c2)OCO4)[C@@H](CO)N3)cc1	-13[25 µM]
Cc1ccc(-c2ccc3c(c2)O[C@H](CN(C)Cc2cncnc2)[C@H](C)CN([C@H](C)CO)S3(=O)=O)cc1	-6[25 µM]
Cc1ccnc2nc(C(=O)OCC(=O)NC(=O)NCc3ccco3)nn12	11
CC1CC(OC(=O)c2ccccc2C(=O)c2ccc(Cl)cc2)C(=O)O1 (configuration not stated)	-8
COc1ccc(Cl)cc1-c1nc(SCC(=O)N(C)C2CCS(=O)(=O)C2)n[nH]1 (configuration not stated)	3
Oc1ccc(/C=N/Nc2nc(N3CCCC3)nc(N3CCCC3)n2)cc1O	10
CC1CC(C)C(=O)C(C(CC2CC(=O)NC(=O)C2)OC(=O)CC(=O)c2ccccc2)C1 (configuration not stated)	56*
O=C(C[C@H]1CC[C@H]2[C@@H](COC[C@@H](O)CN2C(=O)c2ccncc2)O1)NCc1cc(F)cc(F)c1	8[25 µM]

Continued.
molecule	BL2 CD40 inh
COc1ccccc1-c1ccc2c(c1)[C@H]1[C@H](CCN1C(=O)C1CCCCC1)[C@@H](CO)N2	15
CS(=O)(=O)Nc1ccc2c(c1)[C@H]1C[C@H](CC(=O)NCc3ccncc3)O[C@@H](CO)[C@H]1O2	1[25 µM]
O=C(Nc1ccc2ccccc2c1)c1cccc2ccccc12	-32
CCN(CC)C(=O)CSc1nc(C)cc(C)c1C#N	3
Cc1ccc(S(=O)(=O)NNC(=O)NC23CC4CC(CC(C4)C2)C3)cc1	14
COc1ccc2c3c([nH]c2c1)[C@H](CO)NCC31CN(C(=O)Nc2c(C)noc2C)C1	-11[25 µM]
O=C(CC1CC1)N1[C@@H](CO)[C@@H](c2ccccc2)C12CN(Cc1ccccc1)C2	5[25 µM]
COc1nnc(-c2ccc(C)c(S(=O)(=O)N(C)C)c2)c2ccccc12	3

The results go on:
molecule	BL2 CD40 inh
Cc1ccc(S(=O)(=O)N2C[C@H](O)COC[C@H]3O[C@@H](CC(=O)NCc4ccc5c(c4)OCO5)CC[C@@H]32)cc1	-3[25 µM]
O=C1OC(c2cccs2)=N/C1=C/c1ccc(-c2cccc(C(=O)O)c2)o1	-26
NS(=O)(=O)c1cccc(NC(=O)c2ccc(NS(=O)(=O)c3cccc([N+](=O)[O-])c3)cc2)c1	7
CC(C)Oc1cccc(C(=O)C2CCCN(C(=O)c3noc4c3CCCC4)C2)c1 (configuration not stated)	8
COc1cc(C(=O)Nc2nccs2)ccc1OCc1c(C)noc1C	8
COC(=O)N1C(=O)[C@](c2ccccc2)(C2CCCC2)N1C(=O)OC	32
COC(=O)CC1SCCNC1=O (configuration not stated)	20
CO[C@@H]1CC[C@@H]2CCN(C)C(=O)[C@@H](C)N(C)C(=O)c3cccc(C#N)c3OC[C@@H]1O2	2[25 µM]

Additional records.
molecule	BL2 CD40 inh
Cc1nn(-c2ccccc2)c(C)c1/C=C1\C(=O)N(C)C(=S)N1C	10
O=C(c1cccnc1)N1C[C@H]2[C@@H](c3ccccc31)[C@H](CO)N2C(=O)C1CC1	-8
O=C(COC(=O)c1ccc(S(=O)(=O)NCc2ccco2)cc1)NCc1ccc(F)cc1	6
COc1cc(OC)nc(S(C)(=O)=O)n1	6
N#C[C@@H]1[C@@H](c2ccccc2-c2ccccc2F)[C@@H](CO)N1C(=O)C1CC1	30[25 µM]
CCc1noc(C)c1C(=O)NNC(=O)c1ccc(F)cc1	-3
CC(CNS(=O)(=O)c1ccc(Br)cc1)CN(C)C (configuration not stated)	-8
CN(CC(=O)Nc1cccc(F)c1)C(=O)c1ccc(NC2CC2)c([N+](=O)[O-])c1	17

The list continues.
molecule	BL2 CD40 inh
CCCCC(=O)Nc1ccc(NC(=O)CC)cc1OC	5
Cc1ccc(CN(C)C[C@@H]2OCc3cn(nn3)CCCC(=O)N([C@H](C)CO)C[C@@H]2C)cc1	-3
CCN(CC(=O)Nc1c(F)cccc1F)C(=O)COc1cccc2c1OC(C)(C)C2	-1
Cc1ccc(C(=O)NCC(=O)NNC(=O)CN(C)S(=O)(=O)c2ccc(Cl)cc2)s1	1
COc1ccc(NC(=O)N(C)C[C@@H]2Oc3ccc(NC(=O)NC(C)C)cc3CC(=O)N([C@H](C)CO)C[C@@H]2C)cc1	-1
COCCCN=C1NN=C(c2cc(C)n(Cc3ccccc3Cl)c2C)CS1	-9
COc1ccc(C(CNC(=O)c2ccc(NS(=O)(=O)c3ccc(F)c(C)c3)cc2)N2CCOCC2)cc1 (configuration not stated)	6
CC1Cn2c(nnc2C23CC4CC(CC(C4)C2)C3)S1 (configuration not stated)	3

(next part)
molecule	BL2 CD40 inh
COc1ccc(C(CC(=O)N2CCOCC2)C(C)C)cc1 (configuration not stated)	10
O=C(c1ccccc1F)N1C[C@@H]2[C@H](c3ccccc31)[C@@H](CO)N2C(=O)c1ccc(F)cc1	3[25 µM]
O=C(Cn1cnc2cc([N+](=O)[O-])ccc2c1=O)NC(c1ccccc1)c1ccccc1	16
CC(=O)c1ccc(NC(=O)C2(c3ccccc3)CCOCC2)cc1	-98
CC(OC(=O)CNC(=O)c1ccc(Cl)c(Cl)c1)C(=O)N1CCOCC1 (configuration not stated)	9
CC1CCCCN1C(=O)NC1CC(=O)N(c2ccc3c(c2)OCCO3)C1 (configuration not stated)	0
CS(=O)(=O)Nc1ccc2c(c1)[C@H]1C[C@@H](CC(=O)NC3CCCC3)O[C@H](CO)[C@H]1O2	4[25 µM]
O=C(CC(NC(=O)c1ccccc1Cl)c1ccccc1)NC1=NCCS1 (configuration not stated)	8

(continued)
molecule	BL2 CD40 inh
COCC#Cc1ccc([C@@H]2[C@H]3CN(C(=O)C4CCCCC4)CC(=O)N3[C@H]2CO)cc1	-2[25 µM]
COc1cccc(C(O)c2ncc(-c3cccc(F)c3)[nH]2)c1 (configuration not stated)	-30
Cc1nc([N+](=O)[O-])c(N2CCN(Cc3ccccc3)CC2)n1Cc1ccccc1	-1
C/C=C/c1ccc([C@H]2[C@@H](CO)N3CCCCN(S(=O)(=O)c4cccc(C)c4)C[C@H]23)cc1	0
c1cncc(Nc2nc(-c3cccs3)cs2)c1	-80
Cc1cc(C)nc(NC(=O)c2csnn2)c1	-2
O=C(NCCC1=CCCCC1)c1cccc2c1C(=O)N(C1CCCCC1)C2	6
Cn1c(=O)n(C)c2cc(NS(=O)(=O)c3cccs3)ccc21	12

(further entries)
molecule	BL2 CD40 inh
CCC(=O)N1C[C@@H](C)[C@H](OC)CN(C)C(=O)c2ccc(NC(=O)CC(F)(F)F)cc2OC[C@H]1C	-1[25 µM]
CS(=O)(=O)N1CCC(C(=O)N2CCN(Cc3ccccc3)CC2)CC1	1
O=C(NNS(=O)(=O)c1ccccc1)c1ccccc1-n1cccc1	9
COc1ccc(S(=O)(=O)N2CCN(CC(=O)N3CCc4ccccc4C3)CC2)cc1OC	-12
CCc1noc(C)c1C(=O)N1CCN(S(=O)(=O)c2ccc(C)cc2)CC1	4
Cc1ccsc1C(=O)OCC(=O)NCc1ccccc1	-72
O=C(NC1CC1)c1cc(OCC(F)(F)F)ccc1OCC(F)(F)F	11
COc1ccc(NC(=O)CSc2nnc3ccc(-c4ccncc4)nn23)cc1	1

Remaining list, next part
molecule	BL2 CD40 inh
O=C(Nc1sc2c(c1C(=O)O)CCCCC2)c1cccs1	-89
COc1cc(NC(c2ccccc2)c2ccccc2)cc(OC)c1OC	11
CCc1csc(N2[C@H](C#N)[C@@H](c3ccc(-c4ccc(F)cc4)cc3)[C@@H]2CO)n1	19
O=[N+]([O-])c1cc(S(=O)(=O)N2CCOCC2)ccc1OCc1ccccc1C(F)(F)F	7
O=C(COc1c(Br)cc(Br)c2cccnc12)N1CCc2ccccc2C1	9
O=c1cc(O)c2ccccc2[nH]1	1
O=C(CCCOc1ccccc1)NNC(=O)c1ccncc1	2
Cc1cc(N2CCN(S(=O)(=O)c3ccccc3)CC2)c2ccccc2n1	0
O=S(=O)(c1cccs1)N1CCCCN2[C@@H](CO)[C@H](c3ccc(Br)cc3)[C@@H]2C1	6[25 µM]
C(CCN1CCOCC1)CN1CCOCC1	8

Compound activity (PubChem)
